High-throughput results deposited in PubChem by several laboratories.
UHRF1 MBD2 ctr: UHRF1 methyl-DNA binding inhibition; 370,000 compounds, 0.75% hits; UHRF1 binding to methylated oligo, TR-FRET; inhibition, % at 4.4 µM; in the data active means inhibition above about 21%;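 further: UHRF1 SRA domain binding a hemimethylated CpG hairpin DNA probe; 0% = median of test compound wells and 100% = reference inhibitor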
rCAG RNA binder: binds r(CAG) RNA repeats; r(CAG) RNA repeat, TO-PRO-1 dye displacement fluorescence; inhibition, % at 3 µM; 370,000 compounds, 1.3% hits; AID 651821;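 active means inhibition above the plate cutoff, the mean of all test compounds on that plate plus 3 SD, cut at about 35% in these data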;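 further: 0% = DMSO alone and 100% = 100 µM mitoxantrone as full dye displacement; higher means more dye released from RNA so lower well fluorescence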
PG9 Ab binder: small molecules binding HIV-1 gp120 antibody PG9; TR-FRET gp120-PG9 antibody binding; inhibition, % at 6.7 µM; 360,000 compounds, 0.43% hits; AID 624416; in the data active means inhibition above about 8.5%
MBD2 DNA inh: inhibitors of human MBD2 binding to methylated oligonucleotide | AID 686964 | TR-FRET | 370,000 compounds, 0.31% hits | inhibition, % at 4.4 µM; in the data active means inhibition above about 13%
LEDGF integ inh: blocks HIV-1 LEDGF/p75-dependent DNA integration; TR-FRET IN-LEDGF/p75 DNA integration, Eu/Cy5; inhibition, % at 3.7 µM; 370,000 compounds, 0.64% hits;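 active means inhibition above the screen-wide mean plus 3 SD, cut at about 13% in these data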;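 further: signal is the Cy5 over europium emission ratio at 671 and 618 nm; 0% = plate median of compound wells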
HTRA1 inh: inhibitors of human serine peptidase HTRA1 | Q92743 | recombinant HTRA1, FP-rhodamine activity-based probe, fluorescence polarization | inhibition, % at 5.96 µM | 340,000 compounds, 0.5% hits; in the data active means inhibition above about 36%;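 further: 0% = enzyme with DMSO and 100% = wells lacking enzyme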
TCR CD3 inh: blocks the human TCR-CD3 interaction | TAMRA-labeled TCR probe fluorescence, biochemical | inhibition, % at 9.4 µM | 360,000 compounds, 0.37% hits | AID 651800; in the data active means inhibition above about 19%;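 further: recombinant mutant TCR 2C K166C tagged with TAMRA read by polarization; 0% = receptor in buffer alone and 100% = receptor with positive control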
mABHD4 FP: ABHD4 (mouse) inhibition, primary FP screen; Q8VD66; inhibition, % at 8.92 µM; AID 720543; purified mABHD4, FP-Rh probe fluorescence polarization; 370,000 compounds, 0.54% hits;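 active means inhibition exceeding the mean over every tested compound plus 3 SD, cut at about 30% in these data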;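 further: 0% = plate median of compound wells and 100% = S159A mutant with DMSO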
Target sequence (Q8VD66 whole entry, looked up): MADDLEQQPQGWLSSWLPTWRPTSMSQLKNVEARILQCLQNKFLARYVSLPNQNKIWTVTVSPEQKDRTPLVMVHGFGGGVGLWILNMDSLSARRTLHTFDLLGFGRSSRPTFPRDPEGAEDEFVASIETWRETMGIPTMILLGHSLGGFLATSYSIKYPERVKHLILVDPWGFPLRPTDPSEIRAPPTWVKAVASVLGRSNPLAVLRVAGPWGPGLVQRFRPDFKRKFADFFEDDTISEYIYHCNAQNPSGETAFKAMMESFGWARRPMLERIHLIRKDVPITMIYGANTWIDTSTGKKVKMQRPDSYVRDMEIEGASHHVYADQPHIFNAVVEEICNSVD
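Doses – 8.92 µM, single dose · Material – wild-type mouse ABHD4 protein · Replication – single well per compound (singlicate) · Measure – percent inhibition of probe binding, normalized to plate controls · Schedule – 45 min compound pre-incubation plus 60 min probe step, 25 °C · Detection – fluorescence polarization with parallel and perpendicular emission, 525/598 nm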
NR1D1 modulator: modulators of human Rev-erb alpha DNA binding. AID 1259318. Rev-erbα–FITC-DNA binding, fluorescence polarization, 90 min. activity, % at 10 µM. P20393. 370,000 compounds, 0.79% hits;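 active means activity above about 14%, limit read from the data; passing the limit was not always enough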;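 further: 0% = DMSO wells with 35 nM protein and 100% = DMSO wells with 750 nM protein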
Target sequence (P20393 whole entry, looked up): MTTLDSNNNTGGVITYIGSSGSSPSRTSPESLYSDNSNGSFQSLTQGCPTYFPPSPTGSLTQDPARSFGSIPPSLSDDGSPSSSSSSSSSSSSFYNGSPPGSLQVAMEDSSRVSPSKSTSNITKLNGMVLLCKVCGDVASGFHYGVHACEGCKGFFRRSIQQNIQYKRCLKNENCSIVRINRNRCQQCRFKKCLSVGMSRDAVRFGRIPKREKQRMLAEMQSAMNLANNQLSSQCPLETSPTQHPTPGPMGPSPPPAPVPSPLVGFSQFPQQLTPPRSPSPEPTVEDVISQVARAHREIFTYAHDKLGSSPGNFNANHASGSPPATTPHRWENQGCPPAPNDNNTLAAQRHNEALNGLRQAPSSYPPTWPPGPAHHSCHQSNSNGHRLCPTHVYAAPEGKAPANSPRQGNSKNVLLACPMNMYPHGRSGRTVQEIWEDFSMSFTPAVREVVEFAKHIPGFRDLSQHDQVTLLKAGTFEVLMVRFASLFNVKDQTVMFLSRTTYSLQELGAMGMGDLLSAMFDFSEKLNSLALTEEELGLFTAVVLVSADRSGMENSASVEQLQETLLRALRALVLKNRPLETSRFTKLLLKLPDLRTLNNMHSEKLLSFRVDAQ
PRMT1 inh: PRMT1 (human) inhibition, primary screen; Q99873; recombinant PRMT1, activity-based probe fluorescence polarization; inhibition, % at 2.79 µM; 370,000 compounds, 1.3% hits;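 active means inhibition above about 21% made by adding two undisclosed values, limit read from the data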
* hit, by the source's call; · = no result given.

SMILES	UHRF1 MBD2 ctr	rCAG RNA binder	PG9 Ab binder	MBD2 DNA inh	LEDGF integ inh	HTRA1 inh	TCR CD3 inh	mABHD4 FP	NR1D1 modulator	PRMT1 inh
CC(C)(OC(=O)NC(=O)C(F)(F)F)C(C)(C)OC(=O)NC(=O)C(F)(F)F	-2	-2	-1.3	1	1	3	6	2	-1	-4
CCOC(=O)N1CCC(NC(=O)C2CCC(Cn3c(=O)[nH]c4ccccc4c3=O)CC2)CC1 (configuration not stated)	3	3	2.8	3	-1	1	-6	-5	4	1
O=C(NCC(c1ccco1)N1CCN(c2ccccc2F)CC1)C1CCCCC1 (configuration not stated)	1	-10	0.6	-1	-4	-2	4	-3	1	0
Cc1ccc2c(c1)N(CC(=O)NCCCN1C(C)CCCC1C)C(=O)c1cccnc1O2 (configuration not stated)	0	-1	1.3	-3	3	3	3	6	-4	2
COc1ccc(C(=O)Nc2cccc(/C(C)=N/NC(=O)c3ccc([N+](=O)[O-])c(C)c3)c2)cc1OC	-1	0	2.1	1	3	2	4	0	-7	2
CCCNC(=O)NC(C)C12CC3CC(CC(C3)C1)C2 (configuration not stated)	0	-6	-2.5	-1	0	7	-3	-6	1	-4
Cn1cc([N+](=O)[O-])c(C(=O)N/N=C/c2ccc([N+](=O)[O-])cc2)n1	1	2	-0.1	-3	0	2	6	4	-2	-3
Cc1ncc([N+](=O)[O-])n1Cc1cccc2ccccc12	0	-2	-2.9	-6	-1	-9	4	4	-4	-3
C[C@H](CO)N1C[C@H](C)[C@@H](CN(C)C(=O)Nc2ccc(C(F)(F)F)cc2)Oc2ccc(NC(=O)NC3CCCCC3)cc2C1=O	-3	8	-1.6	3	-3	-29	3	-16	4	2
O=C(O)c1ccc2c(c1)nnn2C1CCCCC1	3	4	-1.0	-8	-3	6	7	-6	-4	-3
Cc1cc(NC(=O)c2cccc(Br)c2)n[nH]1	0	4	-3.3	-1	3	-7	9	2	-1	2
O=C(CSc1ccccn1)N1CCN(C(=O)CSc2ccccn2)CC1	-3	-1	0.5	4	0	2	0	-4	-2	0
CC1(C(=O)NS(=O)(=O)c2ccccc2Cl)CCN1C(=O)c1cccc(F)c1 (configuration not stated)	1	4	-3.1	7	1	·	-5	-4	-7	0
COC(=O)c1c(SCC(=O)Nc2ccc(C)c(C)c2)nc(=O)[nH]c1C	0	3	-2.4	3	0	-2	8	0	0	-3
NS(=O)(=O)c1ccc(CCNS(=O)(=O)Cc2ccc(Cl)cc2)cc1	4	5	-1.6	3	8	1	-4	-4	-3	-3
Cc1cccc(C(=O)NCCNC(=O)c2cccc(C)c2)c1	-1	-6	-2.3	-2	-4	-4	-4	7	6	2
Cc1cccnc1Nc1nc(-c2ccc(F)cc2)cs1	4	3	-0.4	-2	-4	-17	8	12	10	-4
COc1ccc(NC(=O)C2CCCN2S(=O)(=O)c2ccc(C)cc2)cc1 (configuration not stated)	1	-1	-1.1	1	0	-2	1	0	-1	1
Cc1cc(OC(=O)c2ccc(C(F)(F)F)cc2)c([N+](=O)[O-])c(=O)[nH]1	-3	2	-0.6	1	-3	0	1	1	-1	0
COc1cccc(C(=O)OCC(=O)c2c(N)n(C)c(=O)n(C)c2=O)c1	-3	1	0.5	2	0	0	1	-1	-4	-2
c1ccc(Cc2nnc3sc(-c4ccc5c(c4)OCO5)nn23)cc1	-2	4	1.1	4	0	2	1	0	0	5
COc1ccc(C2C(C(C)=O)=C(O)C(=O)N2c2cccnc2)cc1OC (configuration not stated)	-2	-1	0.1	0	-1	-6	2	4	3	-1
CC1(C)CC(=O)c2cnn(-c3nc4ccccc4[nH]3)c2C1	1	-1	-3.8	0	0	-1	9	0	-4	0
CC(C)(C)C(=O)C(Cl)C(=O)Nc1ccccc1 (configuration not stated)	-4	-5	0.2	2	3	1	3	0	5	5
O=C(NCc1ccccc1)c1cc(=O)nc2sc(-c3ccccc3)nn12	-4	5	-1.0	-8	-3	-4	1	10	3	-1

Quoted at random: five records from the list.
SMILES	UHRF1 MBD2 ctr	rCAG RNA binder	PG9 Ab binder	MBD2 DNA inh	LEDGF integ inh	HTRA1 inh	TCR CD3 inh	mABHD4 FP	NR1D1 modulator	PRMT1 inh
CCCNC(=O)NC(C)C12CC3CC(CC(C3)C1)C2 (configuration not stated)	0	-6	-2.5	-1	0	7	-3	-6	1	-4
CCOC(=O)N1CCC(NC(=O)C2CCC(Cn3c(=O)[nH]c4ccccc4c3=O)CC2)CC1 (configuration not stated)	3	3	2.8	3	-1	1	-6	-5	4	1
O=C(O)c1ccc2c(c1)nnn2C1CCCCC1	3	4	-1.0	-8	-3	6	7	-6	-4	-3
O=C(NCc1ccccc1)c1cc(=O)nc2sc(-c3ccccc3)nn12	-4	5	-1.0	-8	-3	-4	1	10	3	-1
Cn1cc([N+](=O)[O-])c(C(=O)N/N=C/c2ccc([N+](=O)[O-])cc2)n1	1	2	-0.1	-3	0	2	6	4	-2	-3

Complete entries, quoted from the list. Order of screens: UHRF1 MBD2 ctr, rCAG RNA binder, PG9 Ab binder, MBD2 DNA inh, LEDGF integ inh, HTRA1 inh, TCR CD3 inh, mABHD4 FP, NR1D1 modulator, PRMT1 inh
COc1ccc(NC(=O)C2CCCN2S(=O)(=O)c2ccc(C)cc2)cc1 (configuration not stated) in the list: 1, -1, -1.1, 1, 0, -2, 1, 0, -1, 1
COc1ccc(C(=O)Nc2cccc(/C(C)=N/NC(=O)c3ccc([N+](=O)[O-])c(C)c3)c2)cc1OC in the list: -1, 0, 2.1, 1, 3, 2, 4, 0, -7, 2
O=C(CSc1ccccn1)N1CCN(C(=O)CSc2ccccn2)CC1 in the list: -3, -1, 0.5, 4, 0, 2, 0, -4, -2, 0
CC(C)(OC(=O)NC(=O)C(F)(F)F)C(C)(C)OC(=O)NC(=O)C(F)(F)F in the list: -2, -2, -1.3, 1, 1, 3, 6, 2, -1, -4
C[C@H](CO)N1C[C@H](C)[C@@H](CN(C)C(=O)Nc2ccc(C(F)(F)F)cc2)Oc2ccc(NC(=O)NC3CCCCC3)cc2C1=O in the list: -3, 8, -1.6, 3, -3, -29, 3, -16, 4, 2

The listing continues.
SMILES	UHRF1 MBD2 ctr	rCAG RNA binder	PG9 Ab binder	MBD2 DNA inh	LEDGF integ inh	HTRA1 inh	TCR CD3 inh	mABHD4 FP	NR1D1 modulator	PRMT1 inh
Cc1ccc(Cl)c(NC(=S)N(CCCN2CCOCC2)Cc2ccco2)c1	-7	-6	0.3	-4	1	-1	4	-4	-1	1
Cc1nn(C)c(C)c1CNC(=O)Nc1ccc(Cl)cc1	3	1	0.1	0	0	-1	4	-3	3	-3
Nc1nc(-c2ccccc2)nc(-c2ccccc2O)n1	6	17	-0.7	0	1	-51	-1	-44	-3	2
CN(C)c1nc(N)c([N+](=O)[O-])c(NCc2ccccc2)n1	0	1	-1.0	-4	1	-6	3	0	-3	-2
Cn1cnc([N+](=O)[O-])c1Sc1ccc(C(C)(C)C)cc1	1	-5	0.4	3	-4	·	-7	-1	3	7
COc1ccc(NS(=O)(=O)c2ccc(C(=O)N3CCN(Cc4ccccc4)CC3)cc2)cc1	0	-5	-1.3	-1	7	4	4	-3	7	-3
CCOC(=O)C1(C)CCCN(C(=O)c2ccccc2)C1 (configuration not stated)	3	2	0.8	-6	5	·	-3	-2	7	-3
CCSc1cc(N2CCCC2)nc(-c2ccc(Cl)cc2)n1	-1	1	-1.0	-6	0	-2	1	5	-4	-1
CC(C)C[C@H]1CN(CCCC[C@@H]2CNC(=O)C(=O)N2CC2CCCCC2)C(=O)C(=O)N1CC1CCCCC1	-1	-3	1.6	4	2	·	-6	-1	-5	-1
Cc1[nH]n(-c2ccccc2)c(=O)c1C=Nc1cnc2ccccc2c1	-13	4	-0.2	-5	0	3	-2	0	-3	1
CCc1ccc(NC(=O)Nc2ccc3c(c2)N(C)C(=O)CS3)cc1	0	18	-0.2	-4	1	-17	5	4	6	0
CCOC(=O)C1=C(COC(=O)CNS(=O)(=O)c2ccc(NC(C)=O)cc2)NC(=O)NC1C (configuration not stated)	-2	2	-0.3	-3	-1	-2	-2	-2	6	9
COC(=O)[C@@H]1[C@@H](C)N(Cc2ccccc2)C(=O)N[C@H]1c1ccccc1	0	-4	0.3	-1	0	-4	-3	9	0	1
CC1(C)CC(=O)C=C(Nc2ccccc2NC(=O)c2cc(Cl)ccc2F)C1	3	-1	·	1	4	·	·	2	-5	-2
Cn1nnnc1SCc1ccc(C(=O)Nc2nccs2)cc1	1	-3	-1.7	1	-5	-4	4	2	5	2
COc1cc(OC)cc(C(=O)NC(=S)NNC(=O)[C@H]2C[C@@H]2c2ccccc2)c1	-1	8	0.5	1	3	10	12	3	3	3
COc1ccc(-n2nc([N+](=O)[O-])c(=NCc3ccc4c(c3)OCO4)n2O)cc1	-3	-4	-1.6	-2	1	-1	8	3	5	0
CCC(C(=O)Nc1ccncc1)c1ccccc1 (configuration not stated)	0	-1	-0.4	7	-3	5	-10	-2	-3	1
COc1ccc(-c2cc(C(=O)NCCCN3CCCC3=O)c3ccccc3n2)cc1OC	-2	4	3.5	-4	-2	0	1	4	-3	-1
Cc1ccc(OCCN2CCN(C(=O)CCC(=O)Nc3nnc(CC(C)C)s3)CC2)cc1	0	-11	-1.3	-1	1	-2	4	-1	5	-4
COCCN(C(=O)CSc1nnc(-c2ccc(C)c(C)c2)o1)c1c(N)n(CC(C)C)c(=O)[nH]c1=O	5	-9	-0.3	3	-7	-2	-10	3	5	4
On1cnnc1-c1ccccc1	-1	0	0.2	1	1	6	3	1	5	0

A portion of the library (hit frequency here may not be typical).
